# Source: PubChem (The Scripps Research Institute Molecular Screening Center)
# OX1R antag-1 – antagonists of human orexin 1 receptor. inhibition, % at 5 µM. AID 434989. 330,000 compounds, 0.43% hits. CHO/OX1R cells, Fluo-8 calcium fluorescence, orexin A;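 active means inhibition above its plate's threshold, mean inhibition of all tested compounds on the plate plus 3 SD, cut at about 37% in these data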;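 further: 0% = orexin A challenge wells and 100% = SB-334867-A antagonist wells; not every result past the cut was called active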
# Target sequence (O43613 whole entry, looked up): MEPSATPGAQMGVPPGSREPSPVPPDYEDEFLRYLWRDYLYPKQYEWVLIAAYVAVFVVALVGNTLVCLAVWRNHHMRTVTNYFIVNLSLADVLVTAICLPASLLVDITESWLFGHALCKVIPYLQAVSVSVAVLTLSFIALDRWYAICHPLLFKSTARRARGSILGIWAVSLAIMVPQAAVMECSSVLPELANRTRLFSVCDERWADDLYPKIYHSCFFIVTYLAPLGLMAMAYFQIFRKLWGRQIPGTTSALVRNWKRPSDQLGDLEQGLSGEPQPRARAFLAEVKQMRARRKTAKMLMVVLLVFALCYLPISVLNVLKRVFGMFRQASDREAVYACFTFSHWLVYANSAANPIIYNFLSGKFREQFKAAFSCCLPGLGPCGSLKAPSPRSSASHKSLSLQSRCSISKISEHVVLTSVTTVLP
# OX1R antag-2 – antagonists of human orexin 1 receptor (OX1R) | O43613 | OX1R-expressing cells, FRET antagonist read-out | inhibition, % at 6.6 µM | 330,000 compounds, 1.8% hits | AID 485270; in the data active means inhibition mostly above about 38%, no sharp cut-off; inactive means mostly below about 40%;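 further: 0% = agonist challenge alone and 100% = reference antagonist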
# An asterisk follows results filed as active; & = joins results of further samples.
SMILES,OX1R antag-1,OX1R antag-2
O=C(CCCn1c(=O)[nH]c2ccccc2c1=O)Nc1ccc(F)cc1,-15,14
O=C(O)C1Cc2ccccc2-c2ccccc2C1,-12,-8
COc1cc2c(cc1/C=C1/NC(=O)N(CC(=O)Nc3ccccc3)C1=O)OCO2,15,15
COc1ccccc1N1CCN(C(=O)c2ccc(NC3=NC4CS(=O)(=O)CC4S3)cc2)CC1 (stereo unspecified),-4,11
COC(=O)[C@H](CCSC)NC(=O)Nc1ccc(S(N)(=O)=O)cc1,-11,5
CCOC(=O)COc1ccc(C(=O)Nc2cccc(Cl)c2C)cc1,-25,6
O=C(Nc1cccc(F)c1)c1ccc(Br)o1,-21,3
CC(=O)c1ccc(OC(=O)c2ccc(Br)o2)cc1,-10,7
Cc1ccc(OCCNC(=O)c2ccc(C)cc2)cc1,-19,6
Cc1ccccc1NC(=S)NNC(=O)c1csc2c1CCC(C)C2 (stereo unspecified),-13,3
CCOc1ccc(CNCCCSc2ncccn2)cc1OC,-15,11
COc1ccc(CNC(=O)C2CCCN2S(=O)(=O)c2ccc(S(=O)(=O)N(C)C)cc2)cc1 (stereo unspecified),-24,17
CCOc1ccc(-c2ccc(NS(=O)(=O)c3ccc([N+](=O)[O-])cc3)cc2)nn1,-21,9
Nc1[nH]c(N=NC(=O)c2ccccc2)c2ccccc12,3,12
CC(=O)Nc1ccc(S(=O)(=O)NCCC(=O)OCc2ccc([N+](=O)[O-])cc2)cc1,0,34
COc1ccc2c(CC(=O)Nc3ccccc3OC)coc2c1,-18,-2
c1ccc(OCCOCCSc2ncccn2)cc1,-10,4
COc1ccc(CN(C)C(=O)c2ccccc2OCc2c(C)noc2C)c(OC)c1,-12,16
CC(C)Cc1csc(NC(=O)c2ccc(Cl)cc2)c1C(=O)O,-6,29
CCCCCCN(C(=O)CCCCCN1C(=O)NC(c2ccc(-c3ccccc3)cc2)C(C(=O)OCc2ccccc2)=C1C)C(C(=O)NCCCC)c1ccc(OCC(=O)OC)c(C(=O)OC)c1 (stereo unspecified),-7,16

# The final 7 entries of the section above come first, to join the parts.
SMILES,OX1R antag-1,OX1R antag-2
Nc1[nH]c(N=NC(=O)c2ccccc2)c2ccccc12,3,12
CC(=O)Nc1ccc(S(=O)(=O)NCCC(=O)OCc2ccc([N+](=O)[O-])cc2)cc1,0,34
COc1ccc2c(CC(=O)Nc3ccccc3OC)coc2c1,-18,-2
c1ccc(OCCOCCSc2ncccn2)cc1,-10,4
COc1ccc(CN(C)C(=O)c2ccccc2OCc2c(C)noc2C)c(OC)c1,-12,16
CC(C)Cc1csc(NC(=O)c2ccc(Cl)cc2)c1C(=O)O,-6,29
CCCCCCN(C(=O)CCCCCN1C(=O)NC(c2ccc(-c3ccccc3)cc2)C(C(=O)OCc2ccccc2)=C1C)C(C(=O)NCCCC)c1ccc(OCC(=O)OC)c(C(=O)OC)c1 (stereo unspecified),-7,16
O=C(Nc1cccc(C(F)(F)F)c1)n1cc(-c2ccccn2)c(N2CCOCC2)n1,-2,9
O=C(NNC(=O)c1ccccc1OCc1ccccc1Cl)c1csc(N2CCOCC2)n1,-27,43
CC(C)(C)SCCNC(=O)CN(c1ccccc1)S(=O)(=O)c1ccc(F)cc1,-2,17
Cc1cc(NC(=O)Cc2ccc(Br)cc2)no1,-18,9
COC(=O)CCNS(=O)(=O)c1ccc2ccccc2c1,-19,8
CS(=O)(=O)N1CCCC(C(=O)N2CCN(c3cccc(Cl)c3)CC2)C1 (stereo unspecified),-22,24
O=C1N(CN2C(=O)C3(OCCO3)c3ccccc32)c2ccccc2C12OCCO2,-11,19
Cc1cccc(NC(=O)Nc2c(C)n(C)n(-c3ccccc3)c2=O)c1,-12,5
CCCCn1c(SCC(=O)N2CCCC2)nnc1-c1ccccc1,-11,13
N#CCCN(C(=O)CCl)c1cccc(Cl)c1,-9,6
O=C(Nc1cccc(C(F)(F)F)c1)C1CCN(S(=O)(=O)c2ccc(N3CCCC3=O)cc2)CC1,48*,30
COc1ccc2cc(CN(CC3CCCO3)C(=O)Nc3ccccc3)c(=O)[nH]c2c1 (stereo unspecified),-48,5
O=[N+]([O-])c1ccc(CNc2cccc(Cl)c2)s1,-16,16
CCCC(=O)Nc1nc(C)c(C(C)=O)s1,1,9
Cc1ccc(S(=O)(=O)N2CCC(=O)N(CCO)CC2)cc1,-13,20
O=C(O)c1cc(-c2ccccc2)n(-c2ccc(Cl)cc2Cl)n1,-8,-4
CN(C(=O)c1cccnc1)c1nnc(-c2ccccn2)s1,12,11
CCc1ccccc1N(CC(=O)NCc1ccco1)C(=O)c1snc(C(N)=O)c1N,14,19
Cc1cc(NS(=O)(=O)c2ccc(NC(=O)COc3ccc(Br)cc3)cc2)nc(C)n1,16,13
O=C(NCCc1ccc(C(F)(F)F)cc1)C1CCC(=O)N(C2CC2)C1 (stereo unspecified),-13,7
CCNC(=S)Nc1scc(-c2ccccc2)c1C(=O)OCC,-14,11
CC[C@H](C)C1NC(=O)[C@H](CC(=O)O)NC(=O)c2cc([N+](=O)[O-])cc(I)c2NCCC(C(N)=O)NC1=O (stereo partly specified),9,34
C[C@H](NC(N)=O)C(=O)OCC(=O)NCc1cccs1,-14,8
COc1cccc(NC(=S)NNC(=O)CCn2cc([N+](=O)[O-])cn2)c1,-12,25
C/C(=N\Nc1cccc2cccnc12)c1ccccc1O,-18,35
CNC(=S)Nc1ccc(C23CC4CC(CC(C4)C2)C3)cc1,-7,21
NC(=O)C1=C[C@H](c2csc3ccccc23)C[C@H](OCCCCO)O1,-1,20
Cc1ccc2nc(-c3ccccc3)cc(C(=O)NCC(c3ccco3)N(C)C)c2c1 (stereo unspecified),-30,13
CC(=O)/C(=N\Nc1ccc(C)cc1)N1CCOCC1,-17,7
O=[N+]([O-])c1ccc(OCc2nnc(-c3ccccc3)o2)cc1,-6,9
Cc1nc2cc(NS(=O)(=O)c3c(C)c(C)cc(C)c3C)ccc2s1,20,41
COCCNc1c(-c2ccc(OC)c(OC)c2)nc2ccc(Cl)cn12,-47,9
COc1ccccc1CNC(=O)c1c(-c2ccccc2)nn(-c2ccccc2)c1C,-17,12
COCC(=O)Nc1cccc(Br)c1,-9,8
CCOC(=O)N1CCN(CCC(=O)Nc2cccc(Br)c2)CC1,-13&-7,5&3
COc1ccc(N=c2sc3ccccc3n2C)cc1,-17,1
CCOc1ccccc1C1C(C(=O)Nc2ccccc2OC)=C(C)Nc2nnnn21 (stereo unspecified),1,35
Oc1ccc[n+](CCCCC[n+]2cccc(O)c2)c1,5,10
Cc1sc2ncn(CC(=O)NCCCOC(C)C)c(=O)c2c1S(=O)(=O)N1CCN(c2ncccn2)CC1,-22,8
O=c1c2c(nc3c(-c4ccc(Cl)cc4)c[nH]n13)CCCC2,-22,15
CC(=O)N1CCN(CC(=O)Nc2ccc(Cl)c(S(=O)(=O)N(C)C)c2)CC1,-7,7
NC12CCc3c(no[n+]3[O-])C1(O)CC(c1ccccc1)=[N+]2[O-] (stereo unspecified),-5,28
O=C(/C=C/c1ccccc1)C1C(=O)c2ccccc2C1=O,-40,26
COc1ccc(CNC2CC(=O)N(C)C2=O)cc1 (stereo unspecified),-1,8
CNS(=O)(=O)c1cnccc1N1CCN(c2cccc(C(F)(F)F)c2)CC1,-23,13
Cc1cc(CNC(=O)c2cc(Br)ccc2Cl)nn1C,2,4
CCOC(=O)c1sc2nc3c(SCC(=O)O)cc(C(=O)c4cc(F)ccc4O)cn3c(=O)c2c1C,-9,6
COc1ccccc1N1CCN(C(=O)CCNS(=O)(=O)c2ccc3c(c2)CCC(=O)N3)CC1,-7,3
Cc1cc(=O)[nH]c(Nc2cccc(Br)c2)n1,-7,3
COc1ccc(OC)c(/C=C/C(=O)N2CCN(S(=O)(=O)c3cc(C)ccc3C)CC2)c1,-21,9
CC(C)N(C(=O)CC1ON(C)C(=O)N1c1ccc(Cl)cc1)C(C)C (stereo unspecified),-40,12
CCn1c(CC(=O)Nc2ccc(C)cc2)nnc1SCC(=O)Nc1nc(C)cs1,-8,11
O=C(CSc1nccc(=O)[nH]1)Nc1ccc(S(=O)(=O)N2CCOCC2)cc1,-14,-3
COc1ccccc1-c1nnc(N(C)C(=O)C2CCCO2)s1 (stereo unspecified),-16,10
CCc1ccc(C2=CSC3=NCCN23)cc1,-3,3
O=C(CN1CCC(c2nc3ccccc3s2)CC1)NCc1cccs1,52*,3
S=c1[nH]nc(-c2cc(-c3ccccc3)n[nH]2)n1/N=C/c1ccc(Cl)c(Cl)c1,-4,14
Cc1cc(=O)oc2cc(NC(=O)Cc3ccccc3)ccc12,-15,18
C=CCN1CN(Cc2ccco2)CNC1=S,-18,15
COc1cc(C(=O)NC(C)c2ccc3ccccc3c2)cc(Cl)c1O (stereo unspecified),-16,21

# Next part
SMILES,OX1R antag-1,OX1R antag-2
COc1ccccc1N1CC(C(=O)Nc2ccccc2N2CCCC2)CC1=O (stereo unspecified),-23,16
CC(C)(C)CC(=O)Nc1cc(S(=O)(=O)N2CCOCC2)ccc1N1CCCC1,-19,3
COCC(C)N=C1SCCN1Cc1ccccc1 (stereo unspecified),-9,35
O=C(CCc1ccccc1)NNC(=S)NCCc1ccccc1,-8,9
Cc1ccc(Cl)cc1NC(=O)COC(=O)C1CC1,-2,9
CCOC(=O)c1cc2sc(C)cc2n1CC(=O)N1CCOCC1,-5,16
CCCS(=O)(=O)c1nc(S(=O)(=O)c2ccc(C)cc2)c(NCc2ccccn2)s1,-28,3
COC(=O)c1cccnc1NC(=S)NC(C)C,-2,13
CN(CC(=O)Nc1cccc(F)c1)C(=O)CCSc1ccc(F)cc1,-9,4
COc1ccc(N2CC(C(=O)N/N=C/c3c[nH]c4ccccc34)CC2=O)cc1 (stereo unspecified),-27,18
Cc1cc(C(=O)COC(=O)c2ccc[nH]c2=O)c(C)n1C,0,11
COc1ccc(CCNS(=O)(=O)c2ccc3c(c2)CCN3C(=O)CCC(=O)O)cc1OC,6,-3
CCCCNC(=O)COC(=O)CCC(=O)c1ccc(F)cc1,-22,30
NNc1ccc(Cl)c(C(=O)O)c1,-8,8
CC(C)CC(=O)N1CC(=O)Nc2ccc(F)cc2C1c1ccccc1 (stereo unspecified),-22,1
COC(=O)c1cc(C(=O)CSc2nc(C)cc(C)n2)ccc1O,-18,15
O=C(NCc1ccco1)C(Cc1ccccc1)N1C(=O)c2ccccc2C1=O (stereo unspecified),-11,23
CSCCC1NC2(C(=O)Nc3c2ccc(Cl)c3C)[C@@H]2C(=O)N(C3CCCC3)C(=O)[C@H]12 (stereo partly specified),-19,8
O=C(COC(=O)c1ccccc1OCc1ccc(Cl)cc1)NC1CC1,-36,13
C#CCN(C(=O)c1cc(COc2ccc(C)c(C)c2)on1)C1CCCCC1,-24,22
Cn1nc(NC(=O)C(C)(C)C)c2c(F)cccc21,-11,8
C[C@H](C(=O)CC(=O)OC(C)(C)C)[C@H](O)c1ccc(C(F)(F)F)cc1,-15,31
COc1cc(C2C3=C(CC(C)(C)CC3=O)NC3=C2C(=O)c2ccccc23)ccc1O (stereo unspecified),-11,17
Cc1ccc(S(=O)(=O)N2CCN(c3ncnc4scc(-c5ccc(F)cc5)c34)CC2)cc1,-37,19
O=C(Nc1sc2c(c1C(=O)O)CCCC2)c1ccc(Cl)cc1,-2,34
Cc1cc(=O)oc2cc(OC(C)C(=O)NCc3ccccn3)ccc12 (stereo unspecified),-17,-1
COc1ccc(CCC(=O)Nc2ccc(Cl)c(S(=O)(=O)N3CCCC3)c2)cc1,36,26
CC(C)(C)Nc1nc(Oc2ccc(=O)[nH]n2)nc(N2CCOCC2)n1,-18,-2
CCn1c(=O)c(=O)[nH]c2c(=O)oc3ccc(S(=O)(=O)Nc4ccccc4)cc3c21,-12,11
CN(C1(C)CCS(=O)(=O)C1)S(=O)(=O)c1ccc(F)cc1 (stereo unspecified),-3,3
OCCn1c(SCCOc2ccccc2)nc2ccccc21,12,31
COc1cccc(C(=O)NCCS(=O)(=O)N2CCCC2)c1,-5,8
COc1ccccc1NC(=O)C(=O)NCCC1CCCCN1S(=O)(=O)c1ccccc1 (stereo unspecified),-1,34
NS(=O)(=O)c1ccc(CCNC(=O)c2ccc(=O)[nH]c2)cc1,3,24
Cc1ccc(NC(=S)N2CCN(Cc3ccc4c(c3)OCO4)CC2)c(C)c1,-2,17
CCOC(=O)N1CCC(NC(=O)C2CCCCN2S(=O)(=O)c2ccc(F)cc2)CC1 (stereo unspecified),-25,2
CCC(CC)COC(=O)C1=C(C)NC(=O)NC1c1ccc2c(c1)OCO2 (stereo unspecified),-20,3
COc1ccc(S(=O)Cc2ccc(C(=O)N3CCN(c4cccc(C)c4C)CC3)o2)cc1 (stereo unspecified),-4,23
Cc1ccc2nc(SCC(=O)c3c(N)n(C)c(=O)n(C)c3=O)[nH]c2c1,-30,13
CCOC(=O)C1=NNC(C(=O)c2ccccc2)C1c1ccc(Cl)cc1 (stereo unspecified),-37,5

# Rewritten bar-delimited: part of the list above.
molecule | OX1R antag-1 | OX1R antag-2
O=C(Nc1sc2c(c1C(=O)O)CCCC2)c1ccc(Cl)cc1 | -2 | 34
Cc1cc(=O)oc2cc(OC(C)C(=O)NCc3ccccn3)ccc12 (stereo unspecified) | -17 | -1
COc1ccc(CCC(=O)Nc2ccc(Cl)c(S(=O)(=O)N3CCCC3)c2)cc1 | 36 | 26
CC(C)(C)Nc1nc(Oc2ccc(=O)[nH]n2)nc(N2CCOCC2)n1 | -18 | -2
CCn1c(=O)c(=O)[nH]c2c(=O)oc3ccc(S(=O)(=O)Nc4ccccc4)cc3c21 | -12 | 11
CN(C1(C)CCS(=O)(=O)C1)S(=O)(=O)c1ccc(F)cc1 (stereo unspecified) | -3 | 3

# Further records:
SMILES,OX1R antag-1,OX1R antag-2
Nc1nc(-c2cccc(F)c2)cs1,-12,6
O=S(=O)(NCCc1ccccc1)c1ccc(Br)cc1,-24,5
CC(=O)N1CCC(C(=O)Nc2ccc3c(c2)CCC3)CC1,-10,7
c1ccc2c3n(nc2c1)CCCCO3,-22,3

# Compounds were not picked by outcome; about 2.1% have a hit in one of these screens.
